From PubChem
DT40 TDP1 no CPT = qHTS for Inhibitors of human tyrosyl-DNA phosphodiesterase 1 (TDP1): qHTS in cells in absence of CPT. DT40 Tdp1-/- hTDP1 cells, no CPT, ATP luminescence, 48 h. Potency, µM (top dose mostly 46.2 µM), inactives show top-dose activity change, negative = growth inhibition, actives largely listed as inhibitors. 15% of 420,000 active. AID 686978, 2013; note: nearly all actives have a fitted effect of over 55% in size
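Growth of hTDP1-complemented DT40 Tdp1-knockout cells is measured by ATP luminescence after at least 48 hr compound exposure at 37 °C, with DMSO substituting for the 20 nM CPT used in the parallel screen.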
TDP1 inh = blocks human tyrosyl-DNA phosphodiesterase 1 | Q9NUW8 | recombinant TDP1, AlphaScreen DNA substrate cleavage | Potency, µM (highest dose often 130 µM), inactives show at the highest dose activity change, negative = inhibition, actives largely listed as inhibitors | 0.28% of 350,000 active | AID 485290; note: nearly all actives have a fitted effect of over 40% in size
Target sequence (Q9NUW8 whole entry, looked up): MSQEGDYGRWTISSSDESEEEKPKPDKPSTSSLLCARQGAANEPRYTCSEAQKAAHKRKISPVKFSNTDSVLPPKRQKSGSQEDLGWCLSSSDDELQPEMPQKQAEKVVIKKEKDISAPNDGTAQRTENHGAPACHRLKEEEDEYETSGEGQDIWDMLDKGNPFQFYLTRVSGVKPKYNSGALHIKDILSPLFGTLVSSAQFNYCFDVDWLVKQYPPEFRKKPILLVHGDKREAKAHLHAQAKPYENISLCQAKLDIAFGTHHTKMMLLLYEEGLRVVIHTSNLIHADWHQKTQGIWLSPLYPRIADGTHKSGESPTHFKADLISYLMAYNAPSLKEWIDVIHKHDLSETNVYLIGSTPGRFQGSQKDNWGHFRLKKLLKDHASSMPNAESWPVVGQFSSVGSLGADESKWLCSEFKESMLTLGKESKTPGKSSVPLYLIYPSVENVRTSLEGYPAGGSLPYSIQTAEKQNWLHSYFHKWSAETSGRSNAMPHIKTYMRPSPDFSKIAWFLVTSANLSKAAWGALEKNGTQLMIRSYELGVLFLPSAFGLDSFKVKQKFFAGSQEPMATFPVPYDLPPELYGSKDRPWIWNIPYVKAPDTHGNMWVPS
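Compounds were preincubated with Tdp1 (1 nM final) for 15 min at room temperature before substrate (15 nM final) started a 5 min reaction; beads (10 ug/ml final) were then added for 10 min before AlphaScreen detection.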
TDP1 cell CPT = growth inhibition of DT40 Tdp1-/-;hTDP1 cells with camptothecin (screen for TDP1 inhibitors); 12% of 420,000 active; chicken DT40 Tdp1-/-;hTDP1 cells + 20 nM CPT, ATP luminescence, 48 h; Potency, µM (highest dose often 46.2 µM), for inactives: at the highest dose activity change, negative = growth inhibition, hits mostly inhibitors; note: nearly all actives have a fitted effect of over 55% in size
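Chicken DT40 Tdp1-/- cells stably complemented with human TDP1 were seeded at 400 cells/well in medium containing 20 nM camptothecin, exposed to pin-transferred compounds, and grown at 37 °C for at least 48 hr. Viability was read as ATP luminescence.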
Active calls of the source: *; [ ] = dose if it differs, or a comment. Calls come from the whole dose curve; as a rule, active = well fitted curve in the direction sought with a large enough effect; inconclusive = small, poorly fitted or top-dose-only effect, or another doubt; inactive = no such curve, though single readings can be large; an effect the other way counts as inactive or inconclusive. % is set by controls: 0 for no effect and ±100 for the full control effect; potency is the fitted concentration of half-maximal effect.

What do the screens show for `CCOC(=O)C(C)Oc1cc(Cl)c(C=O)cc1OC` (configuration not stated)?
DT40 TDP1 no CPT: inconclusive; TDP1 inh: -10.3%; TDP1 cell CPT: 1.5%

How did COCC(=O)Nc1ccc2c(c1)[C@@H]1C[C@H](CC(=O)NCc3ccccc3)O[C@@H](CO)[C@@H]1O2 do in these assays?
DT40 TDP1 no CPT: inconclusive; TDP1 cell CPT: inconclusive

Results for O=C(CN1CCN(S(=O)(=O)c2ccc(F)c(F)c2)CC1)Nc1ccccc1C(=O)NC1CC1 ?
DT40 TDP1 no CPT: inconclusive; TDP1 inh: -1.3%[56.1 µM]; TDP1 cell CPT: 10.0%

How did CCCCn1nnc(NC(=O)c2ccc(-c3ccccc3[N+](=O)[O-])o2)n1 do in these assays?
DT40 TDP1 no CPT: inconclusive; TDP1 inh: 0.0%; TDP1 cell CPT: -5.1%

Results for O=C(NCCCc1ccc(F)cc1)C1CCC(=O)N(CCN2CCOCC2)C1 (configuration not stated) ?
DT40 TDP1 no CPT: 3.7%; TDP1 inh: 4.2%; TDP1 cell CPT: 6.8%

Results for O=C(COC(=O)C1CC(=O)N(Cc2ccccc2)C1)c1ccc(F)cc1 (configuration not stated) ?
DT40 TDP1 no CPT: -15.6%; TDP1 inh: -0.5%; TDP1 cell CPT: 2.1%

Results for CCCCS(=O)(=O)N1CN(S(=O)(=O)CCCC)C2NC(=O)NC21 (configuration not stated) ?
DT40 TDP1 no CPT: -16.3%; TDP1 inh: 1.0%; TDP1 cell CPT: 8.5%

Results for O=C(COC(=O)c1ccncc1)NCCCc1ccccc1 ?
DT40 TDP1 no CPT: -6.0%; TDP1 inh: 4.9%; TDP1 cell CPT: -1.0%

What do the screens show for `Cc1ccccc1C(=O)NNc1ncnc2c1cnn2C`?
DT40 TDP1 no CPT: -13.1%; TDP1 inh: 6.1%; TDP1 cell CPT: inconclusive

What do the screens show for `Cc1c(C(=O)O)cccc1-n1c(C)cc(/C=N/NC(=O)c2cc3ccccc3o2)c1C`?
DT40 TDP1 no CPT: 11.2%; TDP1 inh: -4.5%; TDP1 cell CPT: -7.8%

How did Cn1nnnc1SCC(=O)Nc1ccccc1N1CCCCC1 do in these assays?
DT40 TDP1 no CPT: -16.5%; TDP1 inh: -1.9%[56.1 µM]; TDP1 cell CPT: -27.9%

What do the screens show for `Cc1cnc(C(=O)OCC(=O)c2cccc3ccccc23)cn1`?
DT40 TDP1 no CPT: -21.6%; TDP1 inh: -7.3%[0.505 µM]; TDP1 cell CPT: inconclusive

What do the screens show for `CCOC(=O)C1C2C=CC3(CN(c4ccccc4CC)C(=O)C13)O2` (configuration not stated)?
DT40 TDP1 no CPT: 3.6%; TDP1 cell CPT: -8.4%

Results for O=C(NCc1nnc(SCC(=O)N2CCc3ccccc32)o1)c1cccs1 ?
DT40 TDP1 no CPT: -21.0%; TDP1 inh: 7.9%; TDP1 cell CPT: 2.2%

Results for COc1ccc(C(=O)N2CCCC2)cc1 ?
DT40 TDP1 no CPT: 0.6%; TDP1 inh: 5.1%; TDP1 cell CPT: -13.0%

Results for CC1(C)Cc2cccc(OCC(=O)NCCc3ccccc3)c2O1 ?
DT40 TDP1 no CPT: inconclusive; TDP1 inh: -1.2%; TDP1 cell CPT: -23.6%

What do the screens show for `COc1cc(-c2nc3ccc(C)cn3c2NCc2ccccc2)ccc1-c1cccc(Cl)c1`?
DT40 TDP1 no CPT: inconclusive; TDP1 inh: 6.3%; TDP1 cell CPT: inconclusive

What do the screens show for `Cn1cc(Cl)c(C(=O)Nc2nc3ccc([N+](=O)[O-])cc3s2)n1`?
DT40 TDP1 no CPT: 4.3%; TDP1 inh: 0.0%; TDP1 cell CPT: 1.4%

What do the screens show for `Cc1c(C)n(C)c2ccc(C(=O)Nc3cccc4ccccc34)cc12`?
DT40 TDP1 no CPT: inconclusive; TDP1 inh: 11.9%; TDP1 cell CPT: 25.9µM*

What do the screens show for `Cc1cccc(C)c1NC(=O)CN(c1c(C)cccc1C)S(C)(=O)=O`?
DT40 TDP1 no CPT: 13.8%; TDP1 cell CPT: 21.3%

Results for O=S(=O)(Nc1ccc(F)c(Cl)c1)c1ccc(Br)s1 ?
DT40 TDP1 no CPT: inconclusive; TDP1 inh: 0.0%; TDP1 cell CPT: inconclusive

How did O=C1CC(SC(=Nc2ccccc2)Nc2ccccc2)C(=O)N1c1ccc(Cl)c(Cl)c1 (configuration not stated) do in these assays?
DT40 TDP1 no CPT: 18.4µM*; TDP1 inh: -2.6%; TDP1 cell CPT: inconclusive

What do the screens show for `Cc1ccc(NC(=O)CCc2nc3sc4c(c3c(=O)[nH]2)CCCC4)c(Br)c1`?
DT40 TDP1 no CPT: inconclusive; TDP1 cell CPT: -29.6%

How did O=C(CC1C(=O)NCCN1Cc1cccc(F)c1)NC1CCCCC1 (configuration not stated) do in these assays?
DT40 TDP1 no CPT: 3.6%; TDP1 inh: 2.9%; TDP1 cell CPT: 10.5%

How did COC(=O)CN(c1ccccc1OC)S(=O)(=O)c1ccccc1 do in these assays?
DT40 TDP1 no CPT: -14.9%; TDP1 inh: 2.3%; TDP1 cell CPT: -4.0%

How did CC(C)CN1C(=O)NC(NC(=O)c2cccnc2)(C(F)(F)F)C1=O (configuration not stated) do in these assays?
DT40 TDP1 no CPT: 0.6%; TDP1 inh: 0.0%; TDP1 cell CPT: -7.4%

Results for NC(=O)c1oc2ccccc2c1NC(=O)c1ccc(F)cc1 ?
DT40 TDP1 no CPT: -14.9%; TDP1 inh: 2.2%; TDP1 cell CPT: -6.8%

Results for COc1cc(Cl)c(C)cc1NC(=O)CN1CCCCCC1 ?
DT40 TDP1 no CPT: inconclusive; TDP1 inh: 1.0%; TDP1 cell CPT: 0.8%

What do the screens show for `Cn1c(=O)[nH]c(=O)c2c1nc(SCCO)n2Cc1ccccc1Cl`?
DT40 TDP1 no CPT: -17.0%; TDP1 inh: 3.5%; TDP1 cell CPT: -3.5%

Results for COc1ccccc1NC(=O)Cc1nnc(SCC(=O)NC2=NCCS2)n1C ?
DT40 TDP1 no CPT: -25.9%; TDP1 cell CPT: 8.1%

How did Cc1nc(SCC(=O)N2CCC(C(N)=O)CC2)n[nH]1 do in these assays?
DT40 TDP1 no CPT: 5.8%; TDP1 inh: 0.0%; TDP1 cell CPT: 6.2%

Results for CCCSc1nc(C)c(CC(=O)O)c(=O)[nH]1 ?
DT40 TDP1 no CPT: -0.4%; TDP1 inh: 4.9%; TDP1 cell CPT: 17.7%

What do the screens show for `Cc1ccc([C@@H]2C[C@H]3[C@@H](CN2S(=O)(=O)c2ccc(C)cc2)C(=O)C[C@@H](c2ccccc2F)N3S(=O)(=O)c2ccc(C)cc2)cc1`?
DT40 TDP1 no CPT: inconclusive; TDP1 cell CPT: -5.6%

Results for S=C(Nc1ccccc1)Nc1cc(Cl)ccc1Oc1ccccc1 ?
DT40 TDP1 no CPT: -76.1%; TDP1 inh: 5.2%; TDP1 cell CPT: inconclusive

How did CC(=NNC(=O)c1cc(C)oc1C)c1ccc(Br)s1 do in these assays?
DT40 TDP1 no CPT: inconclusive; TDP1 inh: 1.7%; TDP1 cell CPT: inconclusive

How did O=C(CCNS(=O)(=O)c1ccc(Br)s1)NC1CCCC1 do in these assays?
DT40 TDP1 no CPT: -0.9%; TDP1 inh: 5.7%; TDP1 cell CPT: 3.0%

What do the screens show for `Clc1cccc(CN2CCN(c3nc4nonc4nc3NC3CC3)CC2)c1`?
DT40 TDP1 no CPT: -0.3%; TDP1 inh: 9.0%; TDP1 cell CPT: inconclusive

What do the screens show for `CCc1nn2c(=O)cc(COC(=O)c3cc(Cl)c(OC)c(OC)c3)nc2s1`?
DT40 TDP1 no CPT: inconclusive; TDP1 inh: -16.3%; TDP1 cell CPT: inconclusive

What do the screens show for `COc1ccc2nc3n(c(=O)c2c1)-c1cc2ccccc2cc1C(=O)NC3Cc1ccc(O)cc1` (configuration not stated)?
DT40 TDP1 no CPT: 18.4µM*; TDP1 cell CPT: inconclusive

How did C/C(=C\C(=O)c1ccccc1)NCc1ccc(F)cc1 do in these assays?
DT40 TDP1 no CPT: inconclusive; TDP1 inh: -2.0%; TDP1 cell CPT: -19.4%

Ordered by SMILES length (lowest first): part of the list above.
Results for COc1cc(Cl)c(C)cc1NC(=O)CN1CCCCCC1 ?
DT40 TDP1 no CPT: inconclusive; TDP1 inh: 1.0%; TDP1 cell CPT: 0.8%

How did C/C(=C\C(=O)c1ccccc1)NCc1ccc(F)cc1 do in these assays?
DT40 TDP1 no CPT: inconclusive; TDP1 inh: -2.0%; TDP1 cell CPT: -19.4%

How did O=C(CC1C(=O)NCCN1Cc1cccc(F)c1)NC1CCCCC1 (configuration not stated) do in these assays?
DT40 TDP1 no CPT: 3.6%; TDP1 inh: 2.9%; TDP1 cell CPT: 10.5%

Results for COc1ccccc1NC(=O)Cc1nnc(SCC(=O)NC2=NCCS2)n1C ?
DT40 TDP1 no CPT: -25.9%; TDP1 cell CPT: 8.1%

Other results follow.
Results for Cc1csc(NC(=O)NC2(C(F)(F)F)Oc3ccccc3O2)n1 ?
DT40 TDP1 no CPT: inconclusive; TDP1 inh: 1.0%; TDP1 cell CPT: 20.6µM*

How did Cc1ccc(-c2nn[nH]n2)cc1Cl do in these assays?
DT40 TDP1 no CPT: -3.3%; TDP1 inh: 4.1%; TDP1 cell CPT: -6.2%

Results for COc1ccc(-c2cn[nH]c2-c2ccc(O)cc2O)cc1 ?
DT40 TDP1 no CPT: inconclusive; TDP1 cell CPT: inconclusive

How did CCC(C(=O)NCCCN1CCN(C)CC1)n1nc(C)c2sc3ccccc3c2c1=O (configuration not stated) do in these assays?
DT40 TDP1 no CPT: 8.1%; TDP1 inh: 3.4%; TDP1 cell CPT: 2.2%

What do the screens show for `C/C(=N/OC(=O)c1c(-c2c(F)cccc2Cl)noc1C)c1cnccn1`?
DT40 TDP1 no CPT: 23.1%; TDP1 inh: 0.0%; TDP1 cell CPT: -5.1%

How did COc1ccc(-c2nc3ccccc3n2OC(C)C(=O)O)cc1 (configuration not stated) do in these assays?
DT40 TDP1 no CPT: -19.5%; TDP1 inh: 5.4%; TDP1 cell CPT: -6.1%

What do the screens show for `CCc1ccc(-c2nnn(Cc3nn[nH]n3)n2)cc1`?
DT40 TDP1 no CPT: -0.4%; TDP1 inh: 3.2%; TDP1 cell CPT: -5.0%

What do the screens show for `CC1CCc2nn(CC(=O)N3CCc4ccccc43)cc2C1` (configuration not stated)?
DT40 TDP1 no CPT: -24.7%; TDP1 inh: 2.0%; TDP1 cell CPT: -0.3%

Results for C[C@H](CO)N1C[C@H](C)[C@@H](CN(C)C(=O)Nc2ccc(C(F)(F)F)cc2)Oc2c(NS(=O)(=O)c3ccc(F)cc3)cccc2C1=O ?
DT40 TDP1 no CPT: -23.4%; TDP1 inh: 3.0%; TDP1 cell CPT: inconclusive

What do the screens show for `Cc1onc(-c2ccccc2Cl)c1C(=O)O/N=C(\N)c1cccc([N+](=O)[O-])c1`?
DT40 TDP1 no CPT: 23.1µM*; TDP1 cell CPT: 23.1µM*

What do the screens show for `Fc1cccc(Cn2ccc(-c3ccc4c(c3)OCO4)n2)c1`?
DT40 TDP1 no CPT: -18.1%; TDP1 inh: -3.2%; TDP1 cell CPT: 5.8%

Results for CCOc1ccc(OCCOCCn2c(-c3ccc(Cl)cc3)nc3ccccc3c2=O)cc1 ?
DT40 TDP1 no CPT: inconclusive; TDP1 cell CPT: -4.4%

How did O=C(O)C[C@]1(C(=O)Nc2ccc(F)cc2)CC(/C=C/c2ccccc2)=NO1 do in these assays?
DT40 TDP1 no CPT: 2.9%; TDP1 cell CPT: 5.7%

Results for Cc1cc(C(=O)NNC(=O)COc2c(C)cc(Br)cc2C)n[nH]1 ?
DT40 TDP1 no CPT: 6.8%; TDP1 inh: 0.2%; TDP1 cell CPT: -2.7%

What do the screens show for `COc1cc(N(C)C)c([N+](=O)[O-])cc1C(=O)N1CCN(Cc2ccccc2)CC1`?
DT40 TDP1 no CPT: -28.2%; TDP1 inh: 5.8%; TDP1 cell CPT: 5.3%

What do the screens show for `CCCCOC(=O)Cn1c(=O)n(CC(=O)OCCCC)c2ccccc21`?
DT40 TDP1 no CPT: -20.4%; TDP1 inh: 0.5%; TDP1 cell CPT: -11.6%

How did CCN(CC(=O)Nc1ccc2c(c1)OCCO2)C(=O)/C=C/c1ccc(OC)c(OC)c1 do in these assays?
DT40 TDP1 no CPT: -4.3%; TDP1 cell CPT: 2.4%

What do the screens show for `COC(=O)CSc1ncnc2c1cnn2Cc1ccccc1`?
DT40 TDP1 no CPT: -19.4%; TDP1 inh: 3.8%; TDP1 cell CPT: -1.2%

What do the screens show for `CC1(C(=O)O)CCCN1C(=O)c1cccc2ccccc12` (configuration not stated)?
DT40 TDP1 no CPT: 0.5%; TDP1 cell CPT: -12.5%
